# Compound activity as filed in PubChem.
# ERAP1 inh: ERAP1 (human) enzyme inhibition; Q9NZ08; recombinant ERAP1, Leu-AMC fluorescence, 60 min; inhibition, % at 10.7 µM; 340,000 compounds, 0.15% hits; AID 652197;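 active = mean replicate inhibition of at least 30%, or all replicates individually reaching that 30% level; inactive = mean below 30% and not every replicate reaching it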;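 also: 0% = neutral control wells and 100% = L-leucinethiol positive control wells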
# Target sequence (Q9NZ08 whole entry, looked up): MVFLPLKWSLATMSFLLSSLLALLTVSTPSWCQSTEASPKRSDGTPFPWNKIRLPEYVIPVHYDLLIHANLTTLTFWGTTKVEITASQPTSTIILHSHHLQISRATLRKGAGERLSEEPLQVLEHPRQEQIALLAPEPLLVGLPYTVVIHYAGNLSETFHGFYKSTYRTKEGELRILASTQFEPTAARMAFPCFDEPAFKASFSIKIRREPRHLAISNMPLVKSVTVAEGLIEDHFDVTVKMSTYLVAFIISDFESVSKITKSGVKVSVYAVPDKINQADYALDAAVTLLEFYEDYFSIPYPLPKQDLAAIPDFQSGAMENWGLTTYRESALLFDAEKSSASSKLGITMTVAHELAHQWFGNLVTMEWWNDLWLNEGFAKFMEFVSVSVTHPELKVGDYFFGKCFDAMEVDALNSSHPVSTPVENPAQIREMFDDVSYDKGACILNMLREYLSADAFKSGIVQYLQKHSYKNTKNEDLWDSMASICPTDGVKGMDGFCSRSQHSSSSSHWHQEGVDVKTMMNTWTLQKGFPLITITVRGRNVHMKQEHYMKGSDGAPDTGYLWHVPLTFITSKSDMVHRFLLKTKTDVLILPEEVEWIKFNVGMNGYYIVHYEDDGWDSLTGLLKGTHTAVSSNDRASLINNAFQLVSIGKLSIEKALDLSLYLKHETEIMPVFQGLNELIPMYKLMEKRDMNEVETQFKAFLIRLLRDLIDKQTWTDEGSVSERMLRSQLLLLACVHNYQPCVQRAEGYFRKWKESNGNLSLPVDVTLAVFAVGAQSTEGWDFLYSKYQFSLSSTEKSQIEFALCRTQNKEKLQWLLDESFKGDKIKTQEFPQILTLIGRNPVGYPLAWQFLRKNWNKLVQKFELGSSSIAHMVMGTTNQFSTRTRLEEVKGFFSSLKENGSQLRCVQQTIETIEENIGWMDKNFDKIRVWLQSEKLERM
# Statin myotox sup: suppression of simvastatin myotoxicity; C2C12 myotubes + simvastatin, ATP luminescence, 48 h; scaled: DMSO 0, geranylgeraniol control 100; rescue of ATP level, % at 7.49 µM; 330,000 compounds, 0.78% hits;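 active = mean ATP rescue above about 67%, or every replicate alone reaching that limit, limit read from the data, passing the limit was not always enough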;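 also: myotubes were challenged with 10 µM simvastatin during compound exposure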
# SIRT5 inh: inhibitors of human sirtuin-5 desuccinylase | Q9NXA8 | Purified SirT5, succinyl-peptide AMC, trypsin-coupled fluorescence | inhibition, % at 15 µM | 330,000 compounds, 1.1% hits | AID 652115; in the data active = inhibition above about 15%
# PGC1a acetyl inh: PGC1a acetylation modulation, inhibitor mode. U2OS PGC1a acetylation, AlphaScreen anti-acetyl-lysine; with virally co-expressed GCN5 acetyltransferase. inhibition, % at 15.6 µM. 350,000 compounds, 0.17% hits. AID 651687;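 active = every replicate shows inhibition of at least 40%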;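 also: 0% = neutral control wells and 100% = positive control wells; some results beyond the cut were filed as inactive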
# Cneo AK release: causes C. neoformans cell lysis; adenylate kinase release luminescence, 4 h; normalised: neutral wells 0, clomiphene wells 100; lysis activity, % at 15 µM; 360,000 compounds, 0.2% hits;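 active = mean lysis activity across replicates of at least 80%, whatever share of replicates individually reach that level; inactive = mean lysis activity below 80%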
#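 Test system: log-phase Cryptococcus neoformans yeast cells. Input: 5 × 10^6 yeast cells/mL. Medium: fresh YPD growth medium. Doses: single dose. Incubation: static 4 h at 37 °C with compound, 1 h detection. Measured by: luminescent adenylate kinase detection reagent. Read-out: signal increase indicating cell lysis. Benchmarks: Clomiphene.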
# S100A4 MyoIIA: blocks human S100A4 binding to myosin IIA peptide; P26447; S100A4/TAMRA-MyoIIA peptide fluorescence polarization; inhibition, % at 10.7 µM; 360,000 compounds, 0.14% hits; AID 652163;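 active = mean inhibition of at least 70% across replicates, with every replicate also reaching that level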
# Target sequence (P26447 whole entry, looked up): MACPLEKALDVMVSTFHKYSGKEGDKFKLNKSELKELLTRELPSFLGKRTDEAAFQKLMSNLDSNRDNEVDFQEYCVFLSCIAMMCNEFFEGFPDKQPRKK
#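 Material: human S100A4 monomer with TAMRA-labelled myosin IIA peptide; buffer or medium: HEPES pH 7.2 with CaCl2, KCl, NaCl, DTT, Triton; compound dosing: one concentration per compound; schedule: 5 min incubation before reading; benchmarks: neutral control DMSO, positive control TFP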
# LGR2 inh: inhibitors of bursicon-induced Drosophila LGR2 receptor cAMP signaling; inhibition, % at 9.99 µM; 380,000 compounds, 0.35% hits; HEK293 LGR2, CRE-luciferase, bursicon-stimulated, 4 h;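 active = drop in luminescence signal, shown as inhibition above about 50% in the replicate tests, limit read from the data, passing the limit was not always enough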;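 also: agonist challenge used bursicon conditioned medium at about half maximal strength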
# Xi reactivation: X-chromosome reactivation activator. XiGFP mouse fibroblasts, % GFP-positive cells imaging, 3 d; cells co-treated with 5-aza-dC sensitizer; scaled so ellipticine positive control = 100%. activation, % at 7.58 µM. 360,000 compounds, 0.055% hits;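 active = mean normalized replicate activation at least 10% and every replicate at or above 10%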;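 also: 0% = median of on-plate neutral control wells and 100% = ellipticine 6 µM median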
#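 System: XiGFP fibroblasts, SV40-immortalized. Medium: DMEM plus 5-aza-dC sensitizer. Doses: single point. Timing: 3 d treatment, 15 min room-temperature fixation. Control set: ellipticine 6 µM.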
# Starred values were filed as active, the others as inactive; . = not tested or not shown; & = joins results of further samples. These rows are one share of the data, so the mix of outcomes need not match the whole.
SMILES,ERAP1 inh,Statin myotox sup,SIRT5 inh,PGC1a acetyl inh,Cneo AK release,S100A4 MyoIIA,LGR2 inh,Xi reactivation
COc1ccccc1N1CCN(CC(O)c2ccccc2)CC1 (centres undefined),-8,-3,-2,-8,8,-4,4,0.0
C[C@@H]1CN([C@@H](C)CO)C(=O)Cc2cc(NC(=O)CCCCCC(=O)Nc3ccccc3N)ccc2O[C@@H]1CN(C)Cc1ccc(Oc2ccccc2)cc1,0,-57,26*,0,-3,-1,6,-0.3
CCOC(=O)N1CCC(Nc2cc(C)nc3c(-c4ccccc4OC)c(C)nn23)CC1,0,9,.,-14,-1,-1,10,0.1
O=C(Oc1ccc([N+](=O)[O-])cc1)c1cncc(Br)c1,0,0,0,-4,.,3,-13,0.4
O=C(NCc1nc2ccccc2[nH]1)C1=C[C@@H](c2ccc(C(F)(F)F)cc2)C[C@@H](OCCCCO)O1,3,7,2,2,1,-3,13,-0.3
Cc1noc(C)c1NC(=O)Nc1ccc2c(c1)C(=O)N([C@@H](C)CO)C[C@H](C)[C@@H](CN(C)Cc1ccc3c(c1)OCO3)OCCCC[C@@H](C)O2,.,.,.,1,1,.,8,0.2
COc1ccc(Cl)cc1-n1c(=S)sc2c(=O)n(-c3ccc(F)cc3)c(SCC(=O)O)nc21,-4,10,2,12,1,-5,3,0.2
COc1ccc(Nc2nc(N3CCOCC3)nc(N3CCOCC3)n2)c(OC)c1,0,-5,-1,2,1,2,9,0.3
Cc1ccc(S(=O)(=O)NCC(C)n2nc(C)cc2C)cc1 (centres undefined),1,-3,.,.,2,1,13,0.0
O=C(C[C@H]1C=C[C@@H](NS(=O)(=O)c2ccccc2)[C@H](CO)O1)N1CCC(Cc2ccccc2)CC1,9,.,1,-4,.,13,16,-0.2
Cc1c(F)cccc1NS(=O)(=O)c1ccc2c(c1)c(=O)n(C)c(=O)n2C,12,5,9,0,23,-2,22,0.0
CCOc1ccc(N2C(=O)CS(=O)(=O)C2c2ccccc2)cc1 (centres undefined),-1,.,-3,4,-1,5,.,.
CC1CCN(C(=O)COC(=O)c2ccc3ccccc3n2)CC1,1,4,1,3,0,-3,-2,0.3
CO[C@@H]1CN(C)C(=O)c2ccc(NS(=O)(=O)c3ccc(C)cc3)cc2OC[C@H](C)N(Cc2nccs2)C[C@H]1C,0,-3,0,0,-13,-26,11,0.2
Cc1nn(CC(=O)Nc2ccc(C(=O)N3CCCCC3)cc2)c(=O)c2ccccc12,.,10,.,-11,-1,.,-1,.
O=C(CN1CCOCC1)NCC[C@H]1CC[C@H](NC(=O)c2ccccc2F)[C@@H](CO)O1,-1,1,2,1,0,3,5,0.5
COc1cccc(Cn2cccc(NC(=O)Nc3cccc(C#N)c3)c2=O)c1,6,.,-4,.,.,2,-3,-0.1
O=C(O)C1=CC[C@@H](c2ccc(Cl)cc2)N(S(=O)(=O)c2ccc(Cl)cc2)[C@H]1c1ccc(F)cc1,8,17,3,10,0,-4,18,0.0
CC(=O)N1CCN(c2ccc(NC(=S)NC(=O)COc3ccc(C(C)(C)C)cc3)cc2)CC1,.,-7,.,15,-6,.,2,0.1
CCN(CC(=O)Nc1ccccc1OC)C(=O)CSCC(=O)Nc1ccc(OC)cc1,-7,.,0,.,.,-1,-1,-0.1
COc1ccc(CCN2C(=S)N(C)C(=O)C2CC(=O)Nc2ccc(OC)cc2)cc1 (centres undefined),-3,1,-2,13,-3,-3,.,0.0
COc1ccc2c3c([nH]c2c1)[C@H](CO)N(S(C)(=O)=O)CC31CCN(C(=O)Cc2cccnc2)CC1,3,.,-2,0,.,9,-10,0.3
O=C(OCC(=O)N1CCCC1)c1ccc(OC(F)(F)F)cc1,5,.,1,1,.,-2,-2,0.1
Cc1ccc(S(=O)(=O)CCC(=O)N2CCN(c3ccccc3O)CC2)cc1,-1,7,-1,-4,-1,-1,16,1.3
CC/C(=N\NC(=O)c1cc(C)nc2ccccc12)c1ccc(C)s1,5,.,-3,.,.,-4,5,0.0
Cc1nn(C)cc1NC(=O)c1nn(C)cc1[N+](=O)[O-],3,6,-3,.,4,1,6,0.1
COc1ccc(CCNC(=S)N2CCN(S(=O)(=O)c3ccc(F)cc3)CC2)cc1,-2,-4,-3,.,.,1,-3,-0.2
COc1cccc(OC)c1C(=O)Nc1ccccc1N1CCCCC1,-3,15,-2,.,4,-5,3,0.1
C[C@@]12C(=O)OC(=O)[C@]1(C)C1CCC2O1,1,-3,-2,47*,0,-3,18,-0.1
O=C(Nc1ccc(S(=O)(=O)N2CCc3ccccc3C2)cc1)C1CCCO1 (centres undefined),-3,-2,1,-11,0,2,11,.
COc1ccc2c3c([nH]c2c1)[C@@H](CO)N(CC1CC1)CC31CN(C(=O)NC2CCCC2)C1,0,.,12,6,.,-2,-21,0.0
COCC(C)N1CCC(n2nccc2NC(=O)c2ccc3c(c2)OCO3)CC1 (centres undefined),-1,-6,-3,.,2,-3,4,0.2
COc1ccc(NS(=O)(=O)c2cccc(C(=O)N/N=C/c3cn(-c4ccccc4)nc3-c3ccccc3)c2)cc1,-4,-9,-1,4,0,7,-27,-0.1
CCOc1ccc(CCNC(=O)c2cc3c(C)nccc3[nH]c2=O)cc1OCC,-4,.,-6,7,.,-5,15,0.1
C[C@@H]1CN([C@@H](C)CO)S(=O)(=O)c2ccc(-c3cccc(F)c3)cc2O[C@H]1CN(C)C(=O)c1cccc(F)c1,3,-103,3,15,12,8,15,-1.1
CS(=O)(=O)N1[C@@H](C#N)[C@H](c2ccccc2)[C@@H]1CO,-1,-14,1,8,-2,-17,11,0.0
COc1cccc(-c2sc3ccc(OC)cc3c2C#CC(C)(C)O)c1,3,6,.,-29,-5,0,11,0.0
Cc1oncc1C(=O)N1CCCC(CO)(Cc2ccc(F)cc2F)C1 (centres undefined),-1,-2,1,-1,-2,-1,-1,0.0
COc1ccc2cc(CCNC(=O)c3ccc(S(=O)(=O)N4CCCC4)cc3)c(=O)[nH]c2c1,-6,-12,0,0,0,26,-1,-0.1
Cc1cc(NC(=O)COC(=O)c2oc3c(Cl)cccc3c2C)no1,.,.,.,-7,-2,.,6,0.1
Cc1ccc(NC(=O)CN(C)C(=O)CSc2nccn2C)cc1,0,-7,4,19,3,-2,-16,0.0
CN(c1ccccc1)S(=O)(=O)c1cccc(NC(=O)CSc2ncc(C(F)(F)F)cc2Cl)c1,-2,.,1,.,-4,-3,.,0.1
CN(C)c1ccc(NC(=O)C[n+]2ccccc2)cc1,-6,-2,-4,5,-2,3,7,0.0
CC[C@@H]1Cc2[nH][nH]c(=O)c2[C@H](CC(C)C)O1,-2,.,1,.,.,34,19,0.0
CN1C(=O)CSC1=Nc1ccc(F)cc1,15,2,2,-8,0,13,-8,0.3
COc1ccc(-n2c(=S)[nH]c3cc(C(=O)N4CCN(c5ccccc5)CC4)ccc3c2=O)cc1,3,2,-4,11,3,-1,-13,0.4
Cc1ccc(-n2c(-c3ccncc3)n[nH]c2=S)cc1,1,.,-4,-3,.,-3,-3,0.0
CCc1ccc2c(c1)c1nnc(NN)nc1n2CC,1,2,-3,5,-16,-9,-9,0.0
CCC(C)[C@@H](C(=O)N1CCNCC1)n1cc(CCCCN)nn1 (some centres undefined),1,-1,7,3,7,-7,.,0.0
O=C(Nc1ccccc1F)N[C@@H]1CC[C@H](CCNC(=O)C2CCOCC2)O[C@@H]1CO,1,0,-1,3,-4,-3,-6,-0.2
Cc1cc(C)cc(OCC(=O)O/N=C(\N)c2ccccc2Cl)c1,5,-6,-3,-2,-2,3,-14,0.1
CCN(CC)C(=O)c1cc2cc(Br)ccc2oc1=O,.,51,.,5,-6,.,3,.
CCC(=O)Nc1ccc2c(c1)OC[C@H](C)N(Cc1ccncc1)C[C@H](C)[C@@H](OC)CN(C)C2=O,-5,-4,4,5,-3,1,0,0.4
O=C(NC[C@@H]1CC[C@@H]2[C@@H](CN2Cc2ccc(Oc3ccccc3)cc2)O1)C1CCOCC1,1,.,-1,-1,.,-31,.,.
COc1ccc(N2CC(C)Cn3c2nc2c3c(=O)n(Cc3ccc(C)cc3)c(=O)n2C)c(OC)c1 (centres undefined),.,11,-1,4,-17,3,2,0.1
O=C(C[C@@H]1C[C@H]2c3cc(NC(=O)CC4CC4)ccc3O[C@H]2[C@H](CO)O1)NCc1cc(F)ccc1F,-2,-1,2,-6,6,-11,0,0.2
Cc1cccc(-n2c(O)c(C=NCc3ccccn3)c3ccccc3c2=O)c1,3,6,0,24,.,-9,-2,0.2
COc1ccc(C2CCCN2C(=O)Nc2ccc(F)cc2)cc1OC (centres undefined),3,4,-2,-1,1,-1,-10,0.0
CCCCC1(C)NC(=O)N(CC(=O)Nc2cc(S(=O)(=O)N3CCOCC3)ccc2Cl)C1=O (centres undefined),-7,-7,0,-1,0,-6,1,0.0
O=C(CSc1ncnc2ccccc12)NC1CCS(=O)(=O)C1 (centres undefined),2,6,-3,1,-1,2,-3,0.0

# Four compounds already listed, ordered by the number in LGR2 inh, highest first.
Molecule	LGR2 inh
O=C(C[C@@H]1C[C@H]2c3cc(NC(=O)CC4CC4)ccc3O[C@H]2[C@H](CO)O1)NCc1cc(F)ccc1F	0
Cc1ccc(-n2c(-c3ccncc3)n[nH]c2=S)cc1	-3
O=C(Nc1ccccc1F)N[C@@H]1CC[C@H](CCNC(=O)C2CCOCC2)O[C@@H]1CO	-6
CCc1ccc2c(c1)c1nnc(NN)nc1n2CC	-9

# Three of the compounds above, tab-delimited:
canonical_smiles	ERAP1 inh	Statin myotox sup	SIRT5 inh	PGC1a acetyl inh	Cneo AK release	S100A4 MyoIIA	LGR2 inh	Xi reactivation
CN(C)c1ccc(NC(=O)C[n+]2ccccc2)cc1	-6	-2	-4	5	-2	3	7	0.0
O=C(CN1CCOCC1)NCC[C@H]1CC[C@H](NC(=O)c2ccccc2F)[C@@H](CO)O1	-1	1	2	1	0	3	5	0.5
CC(=O)N1CCN(c2ccc(NC(=S)NC(=O)COc3ccc(C(C)(C)C)cc3)cc2)CC1	.	-7	.	15	-6	.	2	0.1

# (listing goes on)
SMILES,ERAP1 inh,Statin myotox sup,SIRT5 inh,PGC1a acetyl inh,Cneo AK release,S100A4 MyoIIA,LGR2 inh,Xi reactivation
CCN(C[C@H]1N[C@H](CO)[C@H]1c1ccc(-c2ccc(F)cc2)cc1)C(=O)COC,.,1,8,10,2,51,8,0.1
COc1ccc(-c2nnc(-c3ccccc3)o2)cc1OC,-5,-22,-8,18,-3,4,-60,0.0
COc1cccc(S(=O)(=O)N(C)C[C@@H]2OCc3cn(nn3)CCCC(=O)N([C@H](C)CO)C[C@H]2C)c1,1&0,2&-7,2&-2,-5&-2,-1&-2,0&0,6,0.0&-0.4
CCCCCCC(=O)NNC(=O)c1c(O)c2ccccc2n(CC)c1=O,5,.,-4,7,.,3,-2,0.0
C[C@@H]1CN([C@H](C)CO)C(=O)Cc2cc(NS(=O)(=O)c3ccc(Cl)cc3)ccc2O[C@H]1CN(C)Cc1ccc(C(=O)O)cc1,2,-8,5,14,.,-17,-1,-0.4
O=S(=O)(c1ccc(F)cc1)N1CC[C@@H]2[C@H]1c1cc(Br)ccc1N[C@@H]2CO,-1,-3,2,6,0,10,-6,0.1
